MRP reversal = reversal of MRP1-mediated doxorubicin resistance, primary screen, H69AR cells, doxorubicin co-treatment; differential viability (reversal), % at 10 µM; H69AR cells + 2 uM doxorubicin, CellTiter-Glo, 72 h; 0.04% of 85,000 active;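 active means viability drop by adding the cancer drug above about 55%, with treated viability meeting a 40% cutoff, limit read from the data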;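 further: viability without doxorubicin minus viability with 2 µM doxorubicin for each compound; larger differential means the compound sensitizes cells more to doxorubicin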
Bcl-B displacement = displacers of TR3 peptide from Bcl-B, primary screen, selectivity assay for Bfl-1 inhibitor project, biochemical, fluorescence polarization; Bcl-2-like protein 10 (Homo sapiens); FP displacement of FITC-TR3 peptide from Bcl-B; higher % means a stronger effect; one-dose displacement, % at 20 µM; IC50 in µM for titrated hits; 0.11% of 96,000 active;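 active means displacement above 50% at 20 µM plus a fluorescence interference ratio under 1.5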;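 further: plate controls were wells without compound for no effect and wells lacking Bcl-B protein for full effect; a part of the inactive calls stands beside numbers as strong as those of hits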
PLAP inhibitors HTS = PLAP enzyme inhibitors, biochemical, luminescence, HTS (AID 690) | purified PLAP, luminescent substrate; higher % means a stronger effect | 0.08% of 96,000 active | inhibition, % at 20 µM; hits with a dose series show IC50 in µM | Alkaline phosphatase, placental type (Homo sapiens); in the data active means a potency from the dose series; inactive means the rest, 99 in 100 with inhibition below about 30%; further: strong numbers were not always called active
NFkB transloc pot = enhancers of NFkB p65 translocation in HUVEC – imaging, IL-1B stimulus, high-content imaging, primary screen | HUVEC IL-1B NFkB p65 nuclear translocation imaging | activation, % at 2 µM | 0.3% of 94,000 active | AID 819, 2007;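 active means activation above 40%, about the mean plus 3 SD, also judged a hit on visual image review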;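 further: percent activation is computed from the nuclear over cytoplasmic p65 intensity ratio; values of inactives mirror those of a sister screen read the other way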
NFkB transloc inh = inhibitors of IL-1B driven NFkB p65 nuclear import, primary screen, imaging, HUVEC, IL-1B stimulus, high-content imaging | HUVEC IL-1B NFkB p65 nuclear translocation imaging | inhibition, % at 2 µM | 0.43% of 94,000 active | AID 796, 2007;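 active means inhibition above about 30% together with a positive call from visual inspection of the well image, limit read from the data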;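 further: nuclear over cytoplasmic p65 intensity ratio measured by imaging; 0% = IL-1B stimulated DMSO wells and 100% = unstimulated DMSO wells; values of inactives mirror those of a sister screen read the other way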
MRP reversal cytotoxicity = recorded beside MRP reversal, whose call it bears; viability, %; H69AR cells, CellTiter-Glo, 72 h; measured here: cytotoxicity without doxorubicin
MRP reversal with doxorubicin = also measured in MRP reversal; calls as there; viability, %; measured here: viability with 2 uM doxorubicin; active compounds read low
NFkB transloc inh cell count 2 µM = recorded beside NFkB transloc inh, whose call it bears; cell count; measured here: cells passing quality filter;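 raw number of nuclei counted in each imaged well without normalization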
NFkB transloc pot cell count 2 µM = second read-out of NFkB transloc pot, no call of its own (marks repeat the call); cell count; measured here: cells passing quality filter
* = called active by the depositor. These rows are one share of the data; rates above refer to the full screens.

`C=C(C)CSc1nnc([C@@H](NC(=O)OC(C)(C)C)C(C)CC)o1` (stereo not given in full) gave MRP reversal 16, Bcl-B displacement -3%, PLAP inhibitors HTS -22%, NFkB transloc pot -1, NFkB transloc inh 1, MRP reversal cytotoxicity 96, MRP reversal with doxorubicin 80, NFkB transloc inh cell count 2 µM 145 and NFkB transloc pot cell count 2 µM 145.
CN(C)c1nc(N)nc(-c2ccco2)n1 was read as MRP reversal -11, Bcl-B displacement -9%, PLAP inhibitors HTS 4%, MRP reversal cytotoxicity 95 and MRP reversal with doxorubicin 105.
Screening COc1cccc(C(C(=O)NC2CCCCC2)N(C(=O)Cc2cccs2)c2ccc(-n3cnnn3)c(OC)c2)c1 (stereo not given) returned Bcl-B displacement -2%, PLAP inhibitors HTS -33%, NFkB transloc pot 6, NFkB transloc inh -6, NFkB transloc inh cell count 2 µM 126 and NFkB transloc pot cell count 2 µM 126.
CCOC(=O)c1c(NC(=O)CSc2nnc(C)c(=O)[nH]2)sc2c1CCC2 was read as MRP reversal 9, Bcl-B displacement 6%, PLAP inhibitors HTS -23%, NFkB transloc pot -8, NFkB transloc inh 8, MRP reversal cytotoxicity 96, MRP reversal with doxorubicin 87, NFkB transloc inh cell count 2 µM 130 and NFkB transloc pot cell count 2 µM 130.
CCOC(=O)c1cccc(Nc2nc(-c3cccnc3)nc3ccccc23)c1 was read as Bcl-B displacement -92%, PLAP inhibitors HTS -20%, NFkB transloc pot 7, NFkB transloc inh -7, NFkB transloc inh cell count 2 µM 165 and NFkB transloc pot cell count 2 µM 165.
`CCC(OC(=O)c1ccco1)C(=O)NCc1ccc(C)cc1` (stereo not given) gave MRP reversal -17, Bcl-B displacement 0%, PLAP inhibitors HTS 12%, MRP reversal cytotoxicity 79 and MRP reversal with doxorubicin 96.
`O=C(CN1CCN(c2ccc(F)cc2)CC1)Nc1nnc(-c2ccccc2)s1` gave MRP reversal 12, Bcl-B displacement 0%, PLAP inhibitors HTS -32%, MRP reversal cytotoxicity 100 and MRP reversal with doxorubicin 88.
`COc1ccc(C(C)(C)C)cc1NC(=O)c1cncc(Br)c1` gave MRP reversal 9, Bcl-B displacement -8%, PLAP inhibitors HTS 0%, NFkB transloc pot 10, NFkB transloc inh -10, MRP reversal cytotoxicity 93, MRP reversal with doxorubicin 83, NFkB transloc inh cell count 2 µM 166 and NFkB transloc pot cell count 2 µM 166.
`Cc1c(NC(=O)C(C)N2C(=O)c3ccccc3C2=O)c(=O)n(-c2ccccc2)n1C` (stereo not given) gave MRP reversal 14, Bcl-B displacement -11%, PLAP inhibitors HTS 10%, NFkB transloc pot -1, NFkB transloc inh 1, MRP reversal cytotoxicity 98, MRP reversal with doxorubicin 84, NFkB transloc inh cell count 2 µM 160 and NFkB transloc pot cell count 2 µM 160.
`CCOc1ccccc1OCCOCCN1CC(C)OC(C)C1` (stereo not given) gave MRP reversal 3, Bcl-B displacement -6%, PLAP inhibitors HTS 7%, NFkB transloc pot -12, NFkB transloc inh 12, MRP reversal cytotoxicity 93, MRP reversal with doxorubicin 90, NFkB transloc inh cell count 2 µM 97 and NFkB transloc pot cell count 2 µM 97.
`Cc1onc(-c2ccccc2Cl)c1C(=O)OCn1nnc2ccccc2c1=O` gave MRP reversal 8, Bcl-B displacement 4%, PLAP inhibitors HTS 9%, NFkB transloc pot 25, NFkB transloc inh -25, MRP reversal cytotoxicity 76, MRP reversal with doxorubicin 68, NFkB transloc inh cell count 2 µM 140 and NFkB transloc pot cell count 2 µM 140.
COC(=O)c1c(C)oc2ccc(OC(=O)N3CCOCC3)cc12 was read as MRP reversal 10, Bcl-B displacement 5%, PLAP inhibitors HTS -23%, NFkB transloc pot 7, NFkB transloc inh -7, MRP reversal cytotoxicity 79, MRP reversal with doxorubicin 69, NFkB transloc inh cell count 2 µM 104 and NFkB transloc pot cell count 2 µM 104.
Screening COc1ccc(C2SCC(C(=O)O)N2C(C)=O)cc1 (stereo not given) returned Bcl-B displacement 4%, PLAP inhibitors HTS -2%, NFkB transloc pot 4, NFkB transloc inh -4, NFkB transloc inh cell count 2 µM 145 and NFkB transloc pot cell count 2 µM 145.
Screening COc1ccc(N(C(=O)c2cccc(OC)c2OC)C2C=CS(=O)(=O)C2)cc1 (stereo not given) returned MRP reversal 6, Bcl-B displacement -14%, PLAP inhibitors HTS -17%, NFkB transloc pot 7, NFkB transloc inh -7, MRP reversal cytotoxicity 87, MRP reversal with doxorubicin 81, NFkB transloc inh cell count 2 µM 89 and NFkB transloc pot cell count 2 µM 89.
Screening O=C(CSc1nnc(COc2ccc3c(c2)CCCC3)o1)Nc1ccc(F)cc1 returned MRP reversal -1, Bcl-B displacement 11%, PLAP inhibitors HTS -31%, NFkB transloc pot -3, NFkB transloc inh 3, MRP reversal cytotoxicity 93, MRP reversal with doxorubicin 95, NFkB transloc inh cell count 2 µM 160 and NFkB transloc pot cell count 2 µM 160.
C=C(C)CSc1nc2nc(C)c(Br)cc2[nH]1 was read as MRP reversal -2, Bcl-B displacement -4%, PLAP inhibitors HTS -59%, NFkB transloc pot -2, NFkB transloc inh 2, MRP reversal cytotoxicity 96, MRP reversal with doxorubicin 98, NFkB transloc inh cell count 2 µM 95 and NFkB transloc pot cell count 2 µM 95.
`Cc1ccc(-c2cc(C(F)F)nc(N3CCC(C)CC3)n2)cc1` gave Bcl-B displacement 0%, PLAP inhibitors HTS 16%, NFkB transloc pot 6, NFkB transloc inh -6, NFkB transloc inh cell count 2 µM 114 and NFkB transloc pot cell count 2 µM 114.
For CCCS(=O)(=O)NCc1cn2cccc(C)c2n1 the results were MRP reversal 7, NFkB transloc pot -5, NFkB transloc inh 5, MRP reversal cytotoxicity 100, MRP reversal with doxorubicin 94, NFkB transloc inh cell count 2 µM 125 and NFkB transloc pot cell count 2 µM 125.
S=C1NCCOCCOCCOCCN1 was read as MRP reversal -2, Bcl-B displacement -12%, PLAP inhibitors HTS -14%, NFkB transloc pot 9, NFkB transloc inh -8, MRP reversal cytotoxicity 88, MRP reversal with doxorubicin 90, NFkB transloc inh cell count 2 µM 161 and NFkB transloc pot cell count 2 µM 161.
Screening COc1ccc(-c2nc(Cn3c(SCc4ccccc4F)nc4ccncc43)c(C)o2)cc1 returned MRP reversal 6, Bcl-B displacement -13%, PLAP inhibitors HTS 4%, NFkB transloc pot -3, NFkB transloc inh 3, MRP reversal cytotoxicity 14, MRP reversal with doxorubicin 8, NFkB transloc inh cell count 2 µM 62 and NFkB transloc pot cell count 2 µM 62.
`Cc1onc(-c2ccccc2)c1C(=O)Nc1cccnc1` gave MRP reversal -12, Bcl-B displacement -12%, PLAP inhibitors HTS 0%, NFkB transloc pot -5, NFkB transloc inh 5, MRP reversal cytotoxicity 91, MRP reversal with doxorubicin 103, NFkB transloc inh cell count 2 µM 140 and NFkB transloc pot cell count 2 µM 140.
Cc1cc2nc(-c3ccc(SCC(=O)Nc4ccc5c(c4)OCCO5)nc3)[nH]c2cc1C was read as Bcl-B displacement -16%, PLAP inhibitors HTS -6%, NFkB transloc pot -8, NFkB transloc inh 8, NFkB transloc inh cell count 2 µM 128 and NFkB transloc pot cell count 2 µM 128.
CCOC(=O)c1ccc2c(c1)nc(SC/C(O)=C(\C#N)c1nc3ccccc3[nH]1)n2CC was read as MRP reversal -3, Bcl-B displacement -47%, PLAP inhibitors HTS -40%, MRP reversal cytotoxicity 45 and MRP reversal with doxorubicin 48.
Screening CCc1nnc(NC(=O)CSc2nnc(-c3ccc(S(=O)(=O)N4CCCC4)cc3)n2CC)s1 returned MRP reversal 11, NFkB transloc pot -3, NFkB transloc inh 3, MRP reversal cytotoxicity 101, MRP reversal with doxorubicin 90, NFkB transloc inh cell count 2 µM 106 and NFkB transloc pot cell count 2 µM 106.

A run of entries from further up, as a working copy:
Screening COc1ccc(C2SCC(C(=O)O)N2C(C)=O)cc1 (stereo not given) returned Bcl-B displacement 4%, PLAP inhibitors HTS -2%, NFkB transloc pot 4, NFkB transloc inh -4, NFkB transloc inh cell count 2 µM 145 and NFkB transloc pot cell count 2 µM 145.
Screening COc1ccc(N(C(=O)c2cccc(OC)c2OC)C2C=CS(=O)(=O)C2)cc1 (stereo not given) returned MRP reversal 6, Bcl-B displacement -14%, PLAP inhibitors HTS -17%, NFkB transloc pot 7, NFkB transloc inh -7, MRP reversal cytotoxicity 87, MRP reversal with doxorubicin 81, NFkB transloc inh cell count 2 µM 89 and NFkB transloc pot cell count 2 µM 89.
Screening O=C(CSc1nnc(COc2ccc3c(c2)CCCC3)o1)Nc1ccc(F)cc1 returned MRP reversal -1, Bcl-B displacement 11%, PLAP inhibitors HTS -31%, NFkB transloc pot -3, NFkB transloc inh 3, MRP reversal cytotoxicity 93, MRP reversal with doxorubicin 95, NFkB transloc inh cell count 2 µM 160 and NFkB transloc pot cell count 2 µM 160.

Following part
For COC(=O)Nc1ccc(S(=O)(=O)NCCO)cc1 the results were Bcl-B displacement 1%, PLAP inhibitors HTS -15%, NFkB transloc pot 4, NFkB transloc inh -4, NFkB transloc inh cell count 2 µM 166 and NFkB transloc pot cell count 2 µM 166.
`Cc1cc(C)n(CC2CC(=O)N(c3ccc(Cl)c(Cl)c3)C2=O)n1` (stereo not given) gave MRP reversal 11, Bcl-B displacement 6%, PLAP inhibitors HTS -52%, MRP reversal cytotoxicity 103 and MRP reversal with doxorubicin 92.
CS(=O)(=O)N(Cc1ccc(Cl)cc1)c1ccc(C(=O)N2CCN(c3ccccc3)CC2)cc1 was read as MRP reversal -9, Bcl-B displacement -10%, PLAP inhibitors HTS -48%, NFkB transloc pot 13, NFkB transloc inh -13, MRP reversal cytotoxicity 78, MRP reversal with doxorubicin 86, NFkB transloc inh cell count 2 µM 181 and NFkB transloc pot cell count 2 µM 181.
Screening O=c1[nH]c(CCl)nc2cc(-c3ccc(Cl)cc3)sc12 returned Bcl-B displacement -46%, PLAP inhibitors HTS -51%, NFkB transloc pot 2, NFkB transloc inh -2, NFkB transloc inh cell count 2 µM 186 and NFkB transloc pot cell count 2 µM 186.
Screening Cc1onc(-c2ccccc2Cl)c1C(=O)Oc1cc(N)n(S(=O)(=O)c2ccc(F)cc2)n1 returned MRP reversal -5, Bcl-B displacement -8%, PLAP inhibitors HTS 3%, NFkB transloc pot -1, NFkB transloc inh 1, MRP reversal cytotoxicity 85, MRP reversal with doxorubicin 89, NFkB transloc inh cell count 2 µM 106 and NFkB transloc pot cell count 2 µM 106.
Screening Cc1ccc(NC(=O)c2ccc(CSc3nnc(-c4ccncc4)n3C)cc2)c(C)c1 returned Bcl-B displacement 1%, PLAP inhibitors HTS 1%, NFkB transloc pot -8, NFkB transloc inh 8, NFkB transloc inh cell count 2 µM 188 and NFkB transloc pot cell count 2 µM 188.
Screening CCN(CC)S(=O)(=O)c1cccc(C(=O)Nc2ccccc2)c1 returned MRP reversal -11, Bcl-B displacement 4%, PLAP inhibitors HTS 34%, NFkB transloc pot -3, NFkB transloc inh 3, MRP reversal cytotoxicity 39, MRP reversal with doxorubicin 49, NFkB transloc inh cell count 2 µM 123 and NFkB transloc pot cell count 2 µM 123.
`Cc1sc2ncnc(N3CCN(CCOc4ccc(Cl)cc4)CC3)c2c1C` gave MRP reversal 8, Bcl-B displacement -3%, PLAP inhibitors HTS -80%, NFkB transloc pot -10, NFkB transloc inh 10, MRP reversal cytotoxicity 63, MRP reversal with doxorubicin 55, NFkB transloc inh cell count 2 µM 152 and NFkB transloc pot cell count 2 µM 152.
`COc1ccc(C(=O)NC(C)c2nnc(SCc3ccc(Cl)c(Cl)c3)n2C)cc1` (stereo not given) gave Bcl-B displacement 0%, PLAP inhibitors HTS -12%, NFkB transloc pot 4, NFkB transloc inh -4, NFkB transloc inh cell count 2 µM 127 and NFkB transloc pot cell count 2 µM 127.
`Cc1ccc(C)c2[nH]c(=O)c(CN(Cc3ccco3)S(=O)(=O)c3ccc4c(c3)OCCO4)cc12` gave MRP reversal -9, Bcl-B displacement -9%, PLAP inhibitors HTS -7%, NFkB transloc pot 0, NFkB transloc inh 0, MRP reversal cytotoxicity 81, MRP reversal with doxorubicin 90, NFkB transloc inh cell count 2 µM 179 and NFkB transloc pot cell count 2 µM 179.
